Screening results from PubChem BioAssay.
MrgX1 agonist: agonists of human MrgX1 receptor; MrgX1-HEK293 cells, Fluo-4 calcium fluorescence, agonist mode; active compounds read high; Q96LB2; B-score at 10 µM; 310,000 compounds, 0.44% hits;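 active = calcium response B-score plate-corrected fluorescence ratio at least 3 library SD, with starting fluorescence B-score inside 5 SD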
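Assay system: stable human MrgX1 HEK293 cell line. Quantity: 15,000 cells per well. Schedule: cells plated overnight, dye loaded 0.5 h 37 °C, 0.5 h room temperature. Detection: Fluo-4 NW calcium-flux fluorescence, kinetic read. Read-out basis: peak-minus-minimum fluorescence over baseline, converted to B scores. Control set: positive and negative control wells on each plate.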
TRPC6 activator: activates the mouse TRPC6 cation channel; Q61143; HEK293-TRPC6 membrane potential dye fluorescence; active compounds read high; B-score at 10 µM; 310,000 compounds, 0.13% hits;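 active = B-score of the integrated fluorescence ratio above library mean plus 3 SD, and starting fluorescence ratio within library mean plus 5 SD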;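 note: higher score means more depolarization so channel activation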
Target sequence (Q61143 whole entry, looked up): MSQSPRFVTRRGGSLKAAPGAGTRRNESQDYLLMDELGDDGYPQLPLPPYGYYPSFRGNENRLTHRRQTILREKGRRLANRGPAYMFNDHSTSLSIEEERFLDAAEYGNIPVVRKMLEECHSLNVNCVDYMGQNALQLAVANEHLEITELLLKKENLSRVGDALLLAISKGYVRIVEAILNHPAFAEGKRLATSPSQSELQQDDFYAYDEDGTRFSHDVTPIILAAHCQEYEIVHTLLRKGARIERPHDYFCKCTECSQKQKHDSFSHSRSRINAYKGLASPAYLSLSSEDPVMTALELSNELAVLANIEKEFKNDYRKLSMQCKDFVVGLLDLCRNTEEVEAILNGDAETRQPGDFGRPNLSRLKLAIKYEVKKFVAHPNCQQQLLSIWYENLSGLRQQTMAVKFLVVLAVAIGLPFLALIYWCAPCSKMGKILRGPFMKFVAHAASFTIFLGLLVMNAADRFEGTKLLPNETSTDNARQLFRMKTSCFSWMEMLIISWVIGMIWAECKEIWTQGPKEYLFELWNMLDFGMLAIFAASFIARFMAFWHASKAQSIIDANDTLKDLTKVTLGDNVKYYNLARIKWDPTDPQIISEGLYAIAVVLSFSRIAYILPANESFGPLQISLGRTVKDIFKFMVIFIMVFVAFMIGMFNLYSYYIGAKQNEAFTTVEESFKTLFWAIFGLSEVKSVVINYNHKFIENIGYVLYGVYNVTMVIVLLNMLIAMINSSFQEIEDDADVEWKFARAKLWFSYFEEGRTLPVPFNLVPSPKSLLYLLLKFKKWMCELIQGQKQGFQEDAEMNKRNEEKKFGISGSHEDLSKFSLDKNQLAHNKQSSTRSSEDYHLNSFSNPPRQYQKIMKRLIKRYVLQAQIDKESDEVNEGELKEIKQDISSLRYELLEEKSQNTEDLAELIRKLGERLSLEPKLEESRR
TRPC4 inh: inhibitors of mouse TRPC4 channel; HEK293 TRPC4beta/mu-opioid, DAMGO-evoked Fluo4 calcium flux; active compounds read low; B-score at 10 µM; 300,000 compounds, 0.39% hits; AID 2247;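 active = B-score over 3 SD under the library average, no early fluorescence shift, positive overall ratio signal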
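System: stable TRPC4beta/mu-opioid receptor HEK293 cells; Dosing: single-point compound dosing; Measured by: Fluo4 Ca2+ flux fluorescence; Read-out basis: per-well B score of integrated baseline-normalized Fluo4 ratio.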
TRPC4 act: opens the mouse TRPC4 cation channel; HEK293 TRPC4beta/mu-opioid, Fluo4 calcium fluorescence; active compounds read high; Q9QUQ5; AID 2237; 310,000 compounds, 0.49% hits; B-score at 10 µM;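 active = B-score above 5 SD of library B-scores, and initial fluorescence ratio not above library mean plus 5 SD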;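 note: positive B-score marks a calcium rise read as TRPC4 activation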
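Assay system: HEK293 stable line with TRPC4beta plus mu-opioid receptor; schedule: 45 min room-temperature Fluo4 loading, 110 s read; technique: kinetic Fluo4 calcium fluorescence; evaluation: integrated baseline-normalised fluorescence ratio, converted to per-well B score; controls: buffer (low) and maximal DAMGO (high)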
TRPC6 inh: mouse TRPC6 channel inhibition; Q61143; HEK293-TRPC6, membrane potential dye, ACh-evoked depolarization; active compounds read low; B-score at 10 µM; 310,000 compounds, 1.1% hits;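 active = B-score under library mean minus 3 SD, initial fluorescence not abnormally high, positive integrated signal ratio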;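 note: B-score derived from integrated fluorescence ratio over the kinetic read; more negative B-score means stronger inhibition of depolarization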
PolyA inhibitor: inhibitors of polyadenylation in S. cerevisiae | 300,000 compounds, 0.02% hits | AID 1875 | S. cerevisiae SKY197-pL101 polyadenylation reporter, beta-gal luminescence; efflux-impaired pdr1/pdr3 knockout yeast; score 100 = 6 SD above DMSO | calls only at 12 µM;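 active = lowest replicate activity score at least 50, where 100 means six control SD above control mean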;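 note: yeast exposed to compound for 9 h at 30 °C; higher score means more reporter readthrough which indicates perturbed polyadenylation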
AI-2 QS modul: modulators of Vibrio harveyi AI-2 quorum sensing system. Vibrio harveyi JMH597 AI-2 luminescence/OD600 ratio, 9 h; active compounds read low; strain lacks LuxN and CqsS sensors; 0 = neutral-control median. activity change, % at 7.5 µM. 300,000 compounds, 0.4% hits; in the data active = activity change below about -75%, passing the limit was not always enough;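 note: luminescence divided by OD600 gain over 9 h not by final OD600 alone; inactives centre near 13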
HIF act: HIF pathway transcriptional activation; 300,000 compounds, 0.32% hits; AID 1910; U2OS HRE-luciferase reporter, luminescence; normalized: DMSO 0%, desferrioxamine 100%; activation, % at 7.5 µM (by protocol);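 active = mean activation of at least 10% of the iron chelator positive control signal, with at least half of replicates also reaching 10%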
TRPC4 potent: allosteric potentiators of mouse TRPC4 channel. HEK293 TRPC4beta/mu-opioid, DAMGO EC20, Fluo-4 Ca2+ flux; active compounds read high. B-score at 10 µM. 310,000 compounds, 0.42% hits. Q9QUQ5. AID 2227;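 active = B-score of calcium response area above 5 SD of library B-scores, with initial fluorescence ratio within 5 SD of library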;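 note: B-score of integrated fluorescence ratio over time as area under calcium response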
MrgX1 PAM: allosterically activates human MrgX1 receptor signaling; MrgX1-HEK293, Fluo-4 calcium flux, FDSS; active compounds read high; Q96LB2; 310,000 compounds, 0.63% hits; B-score at 10 µM;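 active = plate-corrected calcium response at least 3 library SD above typical, normal starting fluorescence, not activating the receptor alone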;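 note: compound read alongside a low EC10 to EC30 dose of BAM8-22 agonist; peak minus trough fluorescence over baseline measured at the second addition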
MrgX1 antagonist: antagonists of human MrgX1 receptor; B-score at 10 µM; MRGX1-HEK293 calcium flux, Fluo-4, BAM8-22 antagonism; active compounds read low; 310,000 compounds, 1.3% hits;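 active = calcium-response B-score plate-corrected more than 3 library SD below zero, starting fluorescence within 5 deviations, no agonist response on first addition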;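 note: peak minus trough fluorescence over baseline after final BAM8-22 challenge near maximal dose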
* hit, by the source's call; i = inactive; . = no result given.

Values run as follows: MrgX1 agonist | TRPC6 activator | TRPC4 inh | TRPC4 act | TRPC6 inh | PolyA inhibitor | AI-2 QS modul | HIF act | TRPC4 potent | MrgX1 PAM | MrgX1 antagonist
- COc1ccc(O)c(-c2cc(-c3cccc(Br)c3)n[nH]2)c1
  i | i | i | i | i | i | 13 | 2.4 | i | i | i
- Cc1ccc(NC(=O)Cc2nnc(N)s2)cc1
  i | i | i | i | i | i | 15 | 0.1 | i | i | i
- COCCCNC(=O)Nc1ccc(F)cc1F
  i | i | i | i | i | i | 24 | -0.1 | i | i | i
- CC(C)(C)C1CCC(=NNC(=O)c2cc3c(s2)CCCC3)CC1 (stereo not drawn)
  i | i | i | i | i | i | 11 | . | i | i | i
- COc1ccccc1OCC(=O)NCCNC(=O)COc1ccccc1OC
  i | i | i | i | i | i | 4 | 0.1 | i | i | i
- Cc1c(C(=O)NC2CCCc3ccccc32)oc2ccccc12 (stereo not drawn)
  i | i | i | i | i | i | 15 | -0.2 | i | i | i
- Cc1nc(CC(=O)c2c(C)cc(O)cc2O)cs1
  i | i | i | i | i | i | 30 | -0.3 | i | i | i
- Nc1nn(-c2ccccc2)nc1C(=O)OCc1ccccc1F
  i | i | i | i | i | i | 29 | 1.5 | i | i | i
- COc1ccc(S(=O)(=O)N2CCC(C(=O)Nc3ccccc3N3CCCCC3)CC2)cc1OC
  i | i | i | i | i | i | 7 | -0.2 | i | i | i
- C=CCn1cnc2c(sc3nc(C)cc(C)c32)c1=O
  i | i | i | i | i | i | 36 | 0.8 | i | i | i
- CCC(C)[C@@H](NC(=O)OC(C)(C)C)c1nnc(S(=O)(=O)Cc2cccc(C)c2)o1 (stereo partly drawn)
  . | i | i | i | i | i | 7 | 0.0 | i | . | .
- Cc1ccc(OCC(=O)Oc2cccc(C)c2C)cc1
  i | i | i | i | i | i | 2 | 1.8 | i | i | i
- COc1ccc2c(c1)CCc1cc(C(=O)O)sc1-2
  i | i | i | i | i | i | 54 | 0.4 | i | i | i
- Cc1cc(C)n(-c2ccc(NC(=O)C3CCCCN3C(=O)c3sccc3C)cc2)n1 (stereo not drawn)
  i | i | i | i | i | i | 6 | 0.1 | i | i | i
- O=C(NCC1CCCO1)c1ccccn1 (stereo not drawn)
  i | i | i | i | i | i | 11 | -0.1 | i | i | i
- CCN(c1ccccc1)S(=O)(=O)c1ccc(OC)c(N=N/C(C(=O)Nc2ccccc2)=C(/C)O)c1
  i | i | i | i | i | i | 15 | -0.4 | i | i | i
- CCCCN(C(=O)c1ccc(OC)c([N+](=O)[O-])c1)c1c(N)n(CCC)c(=O)[nH]c1=O
  i | i | i | i | i | i | 5 | -0.7 | i | i | i
- COc1ccc(NC(=O)Cn2c(=O)n(CC3CCCO3)c(=O)c3ccccc32)c(OC)c1 (stereo not drawn)
  i | i | i | i | i | i | 39 | -0.6 | i | i | i
- Cc1oc2c(c(C)cc3oc(=O)c(CC(=O)NCCCN4CCCC4=O)c(C)c32)c1C
  i | i | i | i | i | i | 5 | -0.1 | i | i | i
- O=C(CSc1nc2ccccc2c(=O)[nH]1)Nc1ccccc1O
  i | i | i | i | i | i | 17 | 0.4 | i | i | i
- CN(Cc1ccco1)S(=O)(=O)c1cc(F)ccc1CN1C(=O)c2cccnc2C1=O
  i | i | i | i | i | i | 38 | . | i | i | -4.9*
- COc1ccc(N(C(=O)c2ccncc2)S(=O)(=O)c2ccc3c4c(cccc24)C(=O)N3C)cc1
  i | i | i | i | i | . | 14 | 0.1 | i | i | i
- COC(=O)c1cc(Cl)c(NC(=O)/C=C/c2ccc(OC)c(OC)c2)cc1OC
  i | i | i | i | i | i | 8 | . | i | i | i
- CCC(C)(C)NC(=O)C(C(C)C)N(CC1CCCO1)C(=O)CNS(=O)(=O)c1ccccc1 (stereo not drawn)
  i | i | i | i | i | i | 1 | -0.1 | i | i | i
- O=C(CSc1nnc(NC(=O)Cc2ccccc2)s1)NCC1CCCO1 (stereo not drawn)
  i | i | i | i | i | i | 22 | -0.5 | i | i | i
- CCc1ccc(NC(=O)Cn2cnc([N+](=O)[O-])c2)cc1
  i | i | i | i | i | i | . | -30 | i | i | i
- O=C1NC2(CCCCC2)CO1
  i | i | i | i | i | i | 12 | -0.1 | i | i | i
- O=C(O)CC1C(=O)NCCN1CCCc1ccccc1 (stereo not drawn)
  i | i | i | i | i | i | 20 | 0.0 | i | i | i
- O=C(CN1C(=O)NC2(CCCC2)C1=O)N1CCN(S(=O)(=O)c2ccccc2[N+](=O)[O-])CC1
  i | i | i | i | i | i | 30 | 0.0 | i | i | i
- CCOC(=O)C(NC(=O)CCl)(Nc1sc(C)c(CC)c1C#N)C(F)(F)F (stereo not drawn)
  i | i | i | i | i | i | 13 | -0.4 | i | i | i
- O=C(NC1=NCCS1)c1ccccc1OCc1ccccc1Cl
  i | i | i | i | i | i | 5 | -0.4 | i | i | i
- CCCCN(CCCC)S(=O)(=O)c1ccc(NC(=O)c2cccs2)cc1
  i | i | i | i | i | i | 31 | 0.1 | i | i | i
- O=C(N/N=C(\Cc1ncc[nH]1)c1ccccc1)c1ccccc1
  i | i | i | i | i | i | 26 | 25* | i | i | i
- CCCn1c(SCC(=O)Nc2ccc(Cl)cn2)nnc1C1CC1
  i | i | i | i | i | i | 8 | 0.0 | i | i | i
- COCCn1nnnc1C(C(C)C)N1CCOCC1 (stereo not drawn)
  i | i | i | i | i | i | 1 | -0.1 | i | i | i
- CC(C)Oc1cccc(C(=O)C2CCCN(C(=O)c3csnn3)C2)c1 (stereo not drawn)
  i | i | i | i | i | i | 18 | 0.2 | i | i | i
- Cn1c(=O)c2c(ncn2CC(=O)N2CCN(S(=O)(=O)c3ccc(Cl)cc3)CC2)n(C)c1=O
  i | i | i | i | i | i | 20 | -0.2 | i | i | i
- C=CCOc1ccc(C2/C(=C(\O)c3ccc4c(c3)OCCO4)C(=O)C(=O)N2CCCN2CCOCC2)cc1 (stereo not drawn)
  i | i | i | i | i | i | -2 | -0.6 | i | i | i
- CCn1c(SCC(=O)c2cc(C)n(CC3CCCO3)c2C)nc2ccccc21 (stereo not drawn)
  i | i | -7* | 200* | i | i | 14 | -49 | i | i | i
- CSc1ncc(-c2ccccc2)cn1
  i | i | i | i | i | i | 16 | 1.1 | i | i | i
- O=C1CCC(=O)N1c1ccc(S(=O)(=O)Nc2ccc(Br)cc2)cc1
  i | i | i | i | i | i | 4 | -0.3 | i | i | i
- O=S(=O)(c1ccccc1)N(CC(O)Cn1c2ccccc2c2ccccc21)c1ccccc1 (stereo not drawn)
  i | i | i | i | i | i | 7 | -0.7 | i | i | i
- C/C(=N\NC(=O)c1nnn(-c2nonc2N)c1C(C)C)c1cc(C)sc1C
  i | i | i | i | i | i | 20 | -0.2 | i | i | i
- Cc1ccc(CN2CCC(NC(=O)c3ccccc3)CC2)cc1
  i | i | i | i | i | i | 24 | -0.2 | i | i | i
- O=C1CSC(=S)N1c1cccnc1
  i | i | i | i | i | i | -16 | -0.4 | i | i | i
- CCN(C(=O)/C=C/c1cc(OC)c(OC)c(OC)c1)C1CCCCC1
  i | i | i | i | i | i | 27 | -0.8 | i | i | i
- COC(=O)CCC(=O)Nc1ccc(S(=O)(=O)N2CCc3ccccc32)cc1
  i | i | i | i | i | i | 16 | 0.9 | i | i | i
- COc1ccc(N(CC(=O)Nc2cccc(SC)c2)S(C)(=O)=O)cc1Cl
  i | i | i | i | i | i | 24 | -0.2 | i | i | i
- O=C(CSc1nc(O)cc(=O)[nH]1)N1CCCc2ccccc21
  i | i | i | i | i | i | 35 | 0.5 | i | i | i
- CN(C)CCn1c2c(c(SCC(=O)Nc3nccs3)nc1=O)CCCC2
  i | i | i | i | i | i | 13 | -0.4 | i | i | i

Following part.
Values run as follows: MrgX1 agonist | TRPC6 activator | TRPC4 inh | TRPC4 act | TRPC6 inh | PolyA inhibitor | AI-2 QS modul | HIF act | TRPC4 potent | MrgX1 PAM | MrgX1 antagonist
- O=C(Nc1nc(-c2ccc(Br)cc2)cs1)c1cccnc1
  i | i | i | i | i | i | 10 | -0.1 | i | i | i
- CN(C)S(=O)(=O)N(CC(=O)NCc1ccccc1)c1ccccc1
  i | i | i | i | i | i | 9 | 0.3 | i | i | i
- O=C1N(CN2C(=O)C3(OCCO3)c3ccccc32)c2ccccc2C12OCCO2
  i | i | i | i | i | i | 21 | 0.7 | i | i | i
- CCOc1ccc(C(=O)C(C)OC(=O)CN2C(=O)NC(C)(C)C2=O)cc1 (stereo not drawn)
  i | i | i | i | i | i | 14 | 0.2 | i | i | i
- CC(C)CC(C(=O)Nc1cccc(O)c1)N1C(=O)c2ccccc2C1=O (stereo not drawn)
  i | i | i | i | i | i | 18 | -0.2 | i | i | i
- COC(=O)CCCC(=O)N1CCOCCN(C(=O)CCCC(=O)OC)CCOCC1
  i | i | i | i | i | i | 21 | -0.1 | i | i | i
- CC(C)OP(=O)(OC(C)C)C(Nc1ccccc1)c1cccc([N+](=O)[O-])c1 (stereo not drawn)
  i | i | i | i | i | i | . | 0.0 | i | i | i
- COCCn1c(N)c(C(=O)NCc2cccs2)c2nc3ccccc3nc21
  i | i | i | i | i | i | -2 | 0.2 | i | i | i
- CCCCNC(=S)N1CCN(C)CC1
  i | i | i | i | i | i | 30 | 0.2 | i | i | i
- COc1ccc(NC(=O)c2cn(-c3ccccc3)nc2-c2ccncc2)cc1
  i | i | i | i | i | i | 14 | 0.0 | i | i | i
- COc1ccc(/C=N/n2cnc3c([nH]c4ccc(F)cc43)c2=O)cc1CN1CCCC1
  i | i | i | i | i | i | 5 | -2.8 | i | i | i
- O=C1c2cccc3c([N+](=O)[O-])ccc(c23)C(=O)N1CC1CCCO1 (stereo not drawn)
  . | i | i | i | i | i | 93 | 1.3 | i | . | .
- CN1CC(=O)N(CC(=O)Nc2cccc(S(=O)(=O)N3CCOCC3)c2)C1=O
  i | i | i | i | i | i | 22 | 0.0 | i | i | i
- COc1ccccc1S(=O)Cc1ccc(C(=O)NC2CCCC2)o1 (stereo not drawn)
  i | i | i | i | i | i | 19 | . | i | i | i
- O=C(CSc1nnc(COc2ccc(Br)cc2)o1)NC1CCCCC1
  i | i | i | i | i | i | 16 | -0.1 | i | i | i

Only part of the results is shown; the hit share may differ from the screen's.
